HP1b chromo inh: HTS for Inhibitors of HP1-beta Chromodomain Interactions with Methylated Histone Tails. Chromobox protein homolog 1 (Homo sapiens), P83916. AlphaScreen HP1-beta / biotin-H3K9me3 peptide binding. Potency, µM (series often up to 114 µM), inactives show at the top dose activity change, negative = inhibition, usual class: inhibitors. actives 0.56% (n = 390,000). AID 540317, 2011; note: potency is the fitted concentration of half-maximal effect; nearly all actives have a fitted effect of over 70% in size; inactives centre near 23
Target sequence (P83916 whole entry, looked up): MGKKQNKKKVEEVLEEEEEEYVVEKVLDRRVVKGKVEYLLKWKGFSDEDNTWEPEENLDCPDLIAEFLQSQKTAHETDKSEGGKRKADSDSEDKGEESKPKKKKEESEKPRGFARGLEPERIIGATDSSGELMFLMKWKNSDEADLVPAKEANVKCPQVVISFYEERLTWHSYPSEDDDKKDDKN
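Compound inhibition of the preformed complex between 50 nM HP1-beta and 50 nM biotinylated H3K9me3 peptide was read by AlphaScreen. Buffer was PBS pH 7.4 with 0.01% Tween-20. Incubations ran 30 min at room temperature, with 10 ug/mL donor/acceptor beads.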
ERG Ets-DNA blk: qHTS for Small Molecule Inhibitors of the ERG Ets/DNA interaction; Transcriptional regulator ERG (Homo sapiens), P11308; fluorescence polarization, His-ERG Ets domain / labelled DNA; Potency, µM (doses to about 76.9 µM), without a hit: at the highest dose FP activity, negative = inhibition, actives largely listed as inhibitors; actives 0.028% (n = 370,000); AID 624246, 2012; active = well fitted inhibition curve with a large enough effect in the polarisation, with a control signal flat; inconclusive = small, poorly fitted or top-dose-only effect, or effect the other way, or a change in a side signal; inactive = no such curve, though single readings can be large or run the other way; the % refers to the polarisation;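 note: polarization taken with two DNA probes labelled with fluorescein and Texas red; potency is the fitted concentration of half-maximal effect; % of control where 0% means no effect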
Target sequence (P11308 whole entry, looked up, the tested form may be a part): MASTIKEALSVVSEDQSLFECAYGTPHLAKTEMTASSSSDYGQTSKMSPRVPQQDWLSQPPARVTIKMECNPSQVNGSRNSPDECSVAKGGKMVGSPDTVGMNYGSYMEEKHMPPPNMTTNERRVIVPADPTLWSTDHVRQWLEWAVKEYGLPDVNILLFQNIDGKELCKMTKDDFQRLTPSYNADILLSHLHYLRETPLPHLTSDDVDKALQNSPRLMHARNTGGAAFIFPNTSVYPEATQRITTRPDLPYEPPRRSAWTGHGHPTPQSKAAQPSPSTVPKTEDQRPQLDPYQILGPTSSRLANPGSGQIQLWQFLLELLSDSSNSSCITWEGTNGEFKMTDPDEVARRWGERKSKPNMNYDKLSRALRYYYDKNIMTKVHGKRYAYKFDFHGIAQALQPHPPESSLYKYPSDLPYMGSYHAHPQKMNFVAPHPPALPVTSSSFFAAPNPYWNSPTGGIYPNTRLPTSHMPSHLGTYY
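His-tagged ERG Ets domain (1 uM in the protein solution; 300mM KCl, 50mM Tris-HCl, 1mM EDTA, 1mM DTT, pH 7.5) received compound, then a probe mix of 5 nM fluorescein-DNA and 100nM Texas-615-DNA. Fluorescence polarization was read for both dyes.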
JMJD2A Tudor: qHTS Assay for Inhibitors of JMJD2A-Tudor Domain | Lysine-specific demethylase 4A (Homo sapiens), O75164 | AlphaScreen JMJD2A-Tudor / H3K4me3 peptide binding | Potency, µM (titrated, usually from 114 µM), without a hit: top-dose activity change, negative = inhibition, usual class: inhibitors | actives 4.4% (n = 390,000) | AID 504339, 2011; note: potency is the fitted concentration of half-maximal effect; % is set by controls: 0 for no effect and ±100 for the full control effect; nearly all actives have a fitted effect of over 50% in size
Pin1 inh: qHTS Assay to Find Inhibitors of Pin1; Potency, µM (titrated, usually from 115 µM), for inactives: at the highest dose activity, negative = inhibition, hits mostly inhibitors; Peptidyl-prolyl cis-trans isomerase NIMA-interacting 1 (Homo sapiens), Q13526; actives 0.009% (n = 390,000); Pin1 FP peptide displacement, HiFluor488, 10 min; active = well fitted inhibition curve with a large enough effect in the polarisation, with a control signal flat, not every such curve was filed as active; inconclusive = small, poorly fitted or top-dose-only effect, or effect the other way, or a change in a side signal; inactive = no such curve, though single readings can be large or run the other way; the % refers to the polarisation; note: potency is the fitted concentration of half-maximal effect; % is set by controls: 0 for no effect and ±100 for the full control effect
GLS inh: qHTS for Inhibitors of Glutaminase (GLS); GLS enzymatic activity, qHTS titration; actives 0.21% (n = 410,000); Potency, µM (series often up to 45.5 µM), without a hit: at the highest dose activity change, negative = inhibition, most hits filed as inhibitors; note: potency is the fitted concentration of half-maximal effect; % is set by controls: 0 for no effect and ±100 for the full control effect
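Two-point fluorescence kinetic (t0, 30 min RT) for hKGA; glutamate detected via glutamate oxidase–HRP–Amplex Red. Substrate: 1 mM L-glutamine solution; buffer 45 mM KH2PO4, pH 8.2.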
BAZ2B block: qHTS Assay for Inhibitors of BAZ2B; AlphaScreen BAZ2B-H3K14Ac peptide displacement; Potency, µM (titrated, usually from 114 µM), for the others: at the top dose activity change, negative = inhibition, actives largely listed as inhibitors; actives 4.4% (n = 360,000); note: potency is the fitted concentration of half-maximal effect; % is set by controls: 0 for no effect and ±100 for the full control effect; nearly all actives have a fitted effect of over 60% in size
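Multi-concentration screen (max 110 uM) measuring displacement of acetylated histone H3 peptide from BAZ2B by AlphaScreen, using 50 nM protein, 50 nM peptide and 10 ug/mL streptavidin donor plus Ni-chelate acceptor beads.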
PGK inhibitor: qHTS Assay to Find Inhibitors of Phosphoglycerate Kinase; PGK/GAPDH coupled, Kinase-Glo luminescence, 60 min; Potency, µM (titrated, usually from 57.5 µM), for inactives: at the highest dose activity change, negative = inhibition, actives largely listed as inhibitors; Phosphoglycerate kinase, glycosomal (Trypanosoma brucei brucei), P07378; actives 0.043% (n = 380,000); note: potency is the fitted concentration of half-maximal effect; % is set by controls: 0 for no effect and ±100 for the full control effect; nearly all actives have a fitted effect of over 60% in size
Target sequence (P07378 whole entry, looked up): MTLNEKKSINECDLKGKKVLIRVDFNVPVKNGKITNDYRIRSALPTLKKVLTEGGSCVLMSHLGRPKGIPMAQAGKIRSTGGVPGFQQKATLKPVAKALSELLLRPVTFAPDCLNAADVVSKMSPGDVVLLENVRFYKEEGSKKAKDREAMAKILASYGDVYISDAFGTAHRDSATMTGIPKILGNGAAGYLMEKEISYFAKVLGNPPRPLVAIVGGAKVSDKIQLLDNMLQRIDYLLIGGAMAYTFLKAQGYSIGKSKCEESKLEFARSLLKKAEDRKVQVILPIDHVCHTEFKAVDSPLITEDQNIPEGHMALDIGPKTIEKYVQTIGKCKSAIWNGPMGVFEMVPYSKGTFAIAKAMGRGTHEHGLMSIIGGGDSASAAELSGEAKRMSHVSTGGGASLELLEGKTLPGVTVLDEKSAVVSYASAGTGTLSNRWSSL
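Recombinant glycosomal PGK reaction used 1,3-bisphosphoglycerate generated in-well by GAPDH (100nM final) in 100mM TEA pH 7.6, 5mM MgCl2, 0.01% Tween-20. After 60 minutes at room temperature, ATP was read by Kinase-Glo Plus luminescence end-point.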
PI4K2A inh: qHTS for small molecular inhibitors of PI4K2A. purified PI4K2A, ADP-Glo luminescence, 1 h; hits give low values. activity change, negative = inhibition, % at 76.9 µM. actives 0.13% (n = 420,000); in the data active = activity change below about -50%; inconclusive = mostly about -30% to -49%;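 note: -100% = wells without enzyme as full effect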
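Compounds are screened against recombinant PI4K2A using PI as substrate and ATP, the latter dispensed at 300 microM. Reactions run one hour at ambient temperature before ADP-Glo detection; full inhibition defined by wells lacking enzyme.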
G9a inh: qHTS Assay for Inhibitors of Histone Lysine Methyltransferase G9a; Histone-lysine N-methyltransferase EHMT2 (Homo sapiens), Q96KQ7; G9a H3K9 monomethylation, AlphaScreen, 2 h; Potency, µM (highest dose often 102 µM), inactives show at the highest dose activity, negative = inhibition, most hits filed as inhibitors; actives 8.8% (n = 350,000); AID 504332, 2011; note: potency is the fitted concentration of half-maximal effect; % is set by controls: 0 for no effect and ±100 for the full control effect; nearly all actives have a fitted effect of over 75% in size
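Using a bead-based AlphaScreen, monomethylated H3K9 product from 2 h room-temperature reactions (G9a 20 nM, peptide 500 nM, SAM 20 uM) was detected with 0.5 ug/mL rabbit anti-H3K9me1 antibody.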
Numbers without * were called inactive; i = inactive; u = inconclusive; x = not tested or not shown; [ ] = remark or other dose. Unless noted, calls come from the whole dose curve; as a rule, active = well fitted curve in the direction sought with a large enough effect; inconclusive = small, poorly fitted or top-dose-only effect, or another doubt; inactive = no such curve, though single readings can be large; an effect the other way counts as inactive or inconclusive. Compounds were not picked by outcome; overall some 11% were active at least once.

Each structure is followed by: HP1b chromo inh | ERG Ets-DNA blk | JMJD2A Tudor | Pin1 inh | GLS inh | BAZ2B block | PGK inhibitor | PI4K2A inh | G9a inh
- CS(=O)(=O)NCCSCc1c(Cl)cccc1Cl
    16% | -7% | 3% | -4% | -1% | 13% | i | -4 | -6%
- O=C(CCc1nc2ccccc2c(=O)[nH]1)OCc1ccc(-c2ccccc2)cc1
    15% | 2% | -5% | 18% | 3% | -5% | i | -4 | u
- OCC1(Cc2ccccc2)CCN(Cc2cnc(-c3ccc(Cl)cc3)nc2)CC1
    27% | -1% | -9% | 5% | -11% | -28% | 0% | 2 | x
- COCCNC(=O)CN(C(=O)CCC(=O)Nc1ccccn1)c1ccc(OC)cc1
    26% | 1% | -5% | -3% | -5% | 28% | i | 4 | x
- Cc1ccc(Cl)cc1N1CCN(C(=O)c2sc3nc4n(c(=O)c3c2C)CCC4)CC1
    7% | 6% | -15% | -10% | -2% | 1% | i | 0 | -18%[59 µM]
- CC(=O)Nc1ccc(Br)c2ccccc12
    33% | 1% | -17% | -4% | 4% | -34% | -10% | -1 | -1%
- Cc1cc(OCc2nn[nH]n2)c2c(C)c(CC(=O)O)c(=O)oc2c1
    52%[activator] | 7% | -18%[57.1 µM] | u | 14% | -9% | -12% | -2 | u
- CCN1CCN(C(=O)c2ccccc2NC(=O)c2ccc(Cl)cc2)CC1
    7% | 4% | -14% | -7% | -8% | -8% | -5% | 3 | 45µM*
- Cc1nn(-c2ccccc2)c(C)c1CN(C)C(=O)c1ccc(S(=O)(=O)NCc2ccco2)cc1
    -3% | 0% | -30% | 1% | 0% | 4% | i | -4 | -43%[12.7 µM]
- NC(=O)CC[C@H](NC(=O)[C@H](Cc1ccccc1)n1c(=O)[nH]c2ccccc2c1=O)C(=O)N1CCC[C@H]1C(=O)O
    21% | -6% | -18% | -6% | -2% | -3% | -6% | 1 | x
- CCOC(=O)C1=C(C)N=c2s/c(=C/c3cccc([N+](=O)[O-])c3O)c(=O)n2C1c1cc(OC)c(OC)c(OC)c1 (stereo unspecified)
    16µM* | 130%[activator] | 14µM* | u | -1% | 7.9µM* | -13% | -1 | 2.2µM*
- CCC(=O)NC(=S)NNC(=O)c1ccc(NC(=O)c2ccccc2)cc1
    32% | 6% | u | 0% | 1% | -23% | 5% | -21 | 7.1µM*
- CC(C)(C)c1ccc(S(=O)(=O)NCC(=O)N2CCN(Cc3ccccc3)CC2)cc1
    -8% | -3% | -26% | -5% | 3% | -19% | -1% | 8 | -9%
- CCC1=Nc2cc(C(=O)NCc3ccco3)ccc2Sc2ccc(Cl)cc21
    -17% | 2% | u | 0% | 1% | u | -9% | -2 | u
- CC(C)NC(=O)Cn1cc(S(=O)(=O)N2CCCC2)c(S(=O)(=O)N2CCCC2)c1
    25% | 1% | -4% | 2% | 1% | -9% | 4% | 4 | x
- CC1=NN2C(=N)/C(=C\c3ccc(SCc4ccccc4)o3)C(=O)N=C2S1
    11% | 19% | u | u | -9% | -39% | -8% | 1 | 21%[12.7 µM]
- O=[N+]([O-])c1ccc(N2CCN(CCOCCO)CC2)c([N+](=O)[O-])c1
    u | 0% | 7.9µM* | 3% | 3% | 32µM* | 1% | -1 | x
- Cc1cccc(N2CCN(c3c(CN4CCCC4)c(=O)oc4ccccc34)CC2)c1C
    9% | -11% | -21% | 2% | 4% | -10% | 2% | 4 | -1%[59 µM]
- COc1cc(/C=C2\SC(=O)N(CC(=O)Nc3cccc(C)c3)C2=O)ccc1OC(C)C(=O)O (stereo unspecified)
    20% | 3% | -6% | 1% | -1% | x | i | 0 | x
- COc1cccc(NC(=S)NCc2ccco2)c1
    15% | 3% | -20% | -2% | 1% | -8% | -2% | 1 | -9%[59 µM]
- Cc1ccc(NC2CCCN(C(=O)CCN3CCOCC3)C2)cc1C (stereo unspecified)
    30% | 1% | -5% | -1% | 0% | 8% | 7% | -2 | u
- Cc1c(C(=O)Nc2ccc3c(c2)OCCO3)oc2ccc(Br)cc12
    16% | 27% | -6% | 7% | 6% | -5% | -7% | -2 | 24%[59 µM]
- CCN(c1ccc(OCC(=O)OCC(=O)c2c(N)n(C)c(=O)n(C)c2=O)cc1)S(=O)(=O)c1ccccc1
    31% | -4% | -17% | 7% | -10% | x | -4% | 4 | -46%
- CCOc1ccc(C(=O)Nc2cccc(-c3cc4ccccc4oc3=O)c2)cc1[N+](=O)[O-]
    6% | 2% | -13% | -1% | 7% | 4% | 3% | 10 | 11%
- Cc1cc(N2CCCC2)nc(SCC(=O)c2ccccc2)n1
    22% | -21% | -1% | 1% | 9% | -3% | 9% | 0 | 12%[59 µM]
- CC1CC(NC(=O)N(C)C)N(C)C(=O)N1 (stereo unspecified)
    45%[activator] | -11% | 5%[57.1 µM] | -11% | 12% | 2% | 9% | -1 | 2%
- O=C(c1ccc2c(c1)OCO2)C1CCCN(Cc2cn[nH]c2-c2cccc(F)c2)C1 (stereo unspecified)
    4% | 2% | -19% | -3% | 55%[activator] | -28% | -7% | 0 | -3%
- Cc1cccc(OCC(=O)NCc2ccc3c(c2)CCN3C(=O)c2ccccc2)c1
    10% | 4% | -18% | u | 6% | -17% | 6% | -2 | 5%[59 µM]
- COC(=O)C1=CN(c2ccc(OC)cc2)C=C(C(=O)OC)C1c1ccc([N+](=O)[O-])cc1
    10% | 1% | -23% | -3% | -7% | -28% | 14% | 3 | 14%
- CCCS(=O)(=O)N1CCN(C(=O)c2cccs2)CC1
    40%[activator] | -21% | -1% | 1% | -1% | -5% | x | 9 | 15%[59 µM]
- CC(=O)N1CCc2cc(S(=O)(=O)N3CCc4ccccc4C3)ccc21
    31% | 4% | -1% | 1% | 21% | 5% | 3% | -7 | -31%[59 µM]
- COc1ccc(NC(=O)COC(=O)C2CC2)c(OC)c1
    21% | 3% | 0% | -5% | 5% | -5% | -3% | -3 | -9%[2.33 µM]
- CCn1c(C)nc2cc(C(=O)N/N=C/c3cccc(OC)c3O)ccc21
    -6% | 16% | u | 4% | 15% | -16% | -1% | 7 | 79µM*
- CNC(=O)COc1ccccc1C(=O)Nc1ccc2c(c1)oc1ccccc12
    3% | -7% | -18%[57.1 µM] | 25% | 12% | 9% | -1% | -5 | u
- CC1=NN(CCC#N)C(=O)/C1=C/c1ccc(N(C)C)cc1
    u | 17% | -23% | 92%[activator] | -34% | x | -7% | -6 | u
- CC(C)(C)OC(=O)N1CCC(c2c(C(=O)N3CCN(C(=O)c4ccco4)CC3)cnn2-c2ccccc2Cl)CC1
    30% | -2% | -15% | -3% | -1% | 8%[57.1 µM] | i | 1 | u
- CCCS(=O)(=O)c1nc(S(=O)(=O)c2ccc(C)cc2)c(N2CCN(CC)CC2)s1
    24% | 4% | -14% | 3% | -1% | -17% | 1% | 0 | -6%
- CCCCOc1ccc(C(=O)Nc2nnc3n2CCS3)cc1
    18%[57 µM] | -2% | -14% | u | -15% | 4% | 0% | 3 | 60%[activator][59 µM]
- CC(=O)C1=C(c2ccc(Cl)c(Cl)c2)N(C(C)=O)n2cnnc2S1
    107%[activator] | 4% | 10% | -2% | u | 12% | -6% | 9 | 0%[59 µM]
- CCn1cc(CN2CCC(n3nccc3NC(=O)c3cccc(F)c3)CC2)c(C)n1
    23% | -1% | -18% | -10% | 14% | -4% | i | -1 | x
- O=C(C1CC1)N1N=C(c2ccc(Br)cc2)CC1(O)C(F)(F)F (stereo unspecified)
    47%[activator] | -6% | -6% | -8% | 2% | 0% | -2% | 3 | 8%
- COc1ccc(Br)cc1CNC(=O)CCc1nc(-c2ccccc2F)no1
    40%[activator] | 12% | 17% | 3% | 7% | 10% | 1% | -1 | 6%[59 µM]
- Cc1c(C(=O)N2CCOCC2)oc2c1C(=O)CC(C)(C)C2
    9% | 9% | -15% | -10% | 0% | 0% | -1% | 12 | 6%[12.7 µM]
- CN(C(=O)CSc1nnc(-c2ccccc2F)n1N)C1CCCCC1
    29% | -2% | -4% | -1% | 1% | -5% | 3% | 0 | -6%[12.7 µM]
- COc1ccccc1CNC(=O)Cn1c(=O)c2cccn2c2cccnc21
    26% | -7% | -16% | 42%[activator] | 0% | -15% | -4% | 4 | -4%[0.0925 µM]
- CN1C(=O)N(C)C(c2ccccc2Cl)C2=C1CC(C)(C)CC2=O (stereo unspecified)
    -8% | -4% | -9% | 1% | 0% | -3% | -10% | -1 | 8%
- O=C(O)C(=Cc1ccccc1[N+](=O)[O-])c1ccccc1
    10%[57 µM] | -5% | -10% | 0% | 3% | x | 7% | 0 | x
- O=C(CSc1nncn1-c1ccccc1)Nc1ccc(F)cc1F
    13% | 4% | -8% | -9% | -2% | -16% | 16% | 3 | 9%
- N#Cc1cccnc1N1CCN(C(=O)c2cccc3c2C(=O)c2ccc(Cl)cc2S3(=O)=O)CC1
    19% | 14% | -34% | -15% | -3% | -36% | -1% | -2 | 2%[2.33 µM]
